ROC1-CUL1 inh: inhibitors of human ROC1-CUL1 ubiquitin ligase activity. in vitro K48 di-Ub FRET, acceptor:donor ratio, 45 min. inhibition, % at 10 µM. 0.6% of 140,000 active; in the data active means inhibition above about 25%
Target sequence (P62877 whole entry, looked up): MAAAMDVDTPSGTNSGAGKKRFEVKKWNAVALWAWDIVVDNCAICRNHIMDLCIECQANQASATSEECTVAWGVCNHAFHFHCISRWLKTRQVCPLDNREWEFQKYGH
Target sequence (Q13616 whole entry, looked up): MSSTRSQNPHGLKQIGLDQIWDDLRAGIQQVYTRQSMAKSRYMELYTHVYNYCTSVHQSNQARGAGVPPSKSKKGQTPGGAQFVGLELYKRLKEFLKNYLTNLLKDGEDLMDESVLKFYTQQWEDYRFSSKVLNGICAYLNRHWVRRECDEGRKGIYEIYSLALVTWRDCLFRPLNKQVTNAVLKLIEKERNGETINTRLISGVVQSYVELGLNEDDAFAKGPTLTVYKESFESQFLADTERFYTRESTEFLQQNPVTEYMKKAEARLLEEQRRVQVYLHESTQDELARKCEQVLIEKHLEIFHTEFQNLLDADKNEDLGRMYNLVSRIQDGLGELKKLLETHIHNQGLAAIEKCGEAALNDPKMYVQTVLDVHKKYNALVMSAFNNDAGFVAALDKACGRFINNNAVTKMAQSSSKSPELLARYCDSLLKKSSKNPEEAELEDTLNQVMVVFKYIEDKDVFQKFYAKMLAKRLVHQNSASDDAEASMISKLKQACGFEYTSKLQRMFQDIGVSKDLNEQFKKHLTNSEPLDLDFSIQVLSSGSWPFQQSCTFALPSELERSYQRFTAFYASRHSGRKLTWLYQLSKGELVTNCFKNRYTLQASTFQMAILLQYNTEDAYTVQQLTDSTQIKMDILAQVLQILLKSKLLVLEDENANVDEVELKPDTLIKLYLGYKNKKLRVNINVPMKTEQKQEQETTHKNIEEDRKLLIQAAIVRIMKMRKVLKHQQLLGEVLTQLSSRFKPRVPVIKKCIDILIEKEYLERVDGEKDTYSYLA
* marks the source's active call; other numbers are inactive results. An excerpt; count on the stated rates, not on these rows.

SMILES	ROC1-CUL1 inh
Cc1ccc(C)c(NS(=O)(=O)c2ccc3c(c2)C(=NO)c2cc(S(=O)(=O)Nc4cc(C)ccc4C)ccc2-3)c1	-1
CC(C)(C)OC(=O)N1CCC(c2c(C(=O)NCc3ccc(F)cc3)cnn2-c2ccc(F)cc2)CC1	-6
COc1ccc(CC(=NC(=O)c2ccccc2)C(=O)NC2CCCCC2)cc1	4
O=C(Cn1c2ccccc2n2nc(-c3ccccc3)nc12)c1ccccc1	-2
CCCC1=Nc2cc(C(=O)NCCc3ccc(OCC)cc3)ccc2Sc2ccccc21	7
C#CCSc1nc2ccccc2c(=O)n1CC=C	-5
c1ccc(-c2cn(CC3CCN(Cc4ccoc4)CC3)nn2)nc1	-4
CC(c1ccon1)N(C)C(=O)c1coc(COc2ccccc2F)n1 (stereo unspecified)	-3
Cc1ccc(NC(=O)c2c(N3CCCC3=O)c3cc(C)ccc3n2C)c(C)c1	-8
Nc1nc(N)nc(N2C(=O)c3c(Br)c(Br)c(Br)c(Br)c3C2=O)n1	0
COCc1nc2cc(NC(=O)Cc3ccccc3)cc(C(=O)N(C)CCn3nc(C)cc3C)c2n1C	-8
CCc1nnc2c3c4c(sc3ncn12)CCCC4	1
CC(C)OC(=O)C1=C(CSc2nc3c(cc2C#N)CCCCC3)OC(=N)C(C#N)C1c1ccccc1Cl (stereo unspecified)	6
COc1ccc(C)cc1NC(=O)C1CCN(S(=O)(=O)c2cc(Br)cc3c2N(C(C)=O)CC3)CC1	2
CCc1[nH]nc2c1C(c1ccc(OC)c(OC)c1)C(C#N)C(=N)O2 (stereo unspecified)	-4
Cn1c(SCC(=O)c2ccc(F)cc2)nnc1-c1ccccc1Br	10
Cc1c(CNC(C)CCc2ccccc2)c(C(=O)O)c(C)n1Cc1ccc(F)cc1Cl (stereo unspecified)	3
O=C(NC1c2ccccc2CSc2ccccc21)OCCc1ccccc1 (stereo unspecified)	-10
CCN1CCN(C2CCN(c3nc4nonc4nc3NCc3cccs3)CC2)CC1	7
N=C1C(=O)Oc2ccccc2C1N1CCN(c2ccccc2)CC1 (stereo unspecified)	-3
O=C(Nc1ccc2nc(SCC(=O)N3CCCC3)sc2c1)c1ccccc1	-2
CCOc1cc(Cl)c(S(=O)(=O)n2cnc(C)c2)cc1Cl	20
CC(C)Cc1ccc(C(C)C2=NCCc3cc4c(cc32)OCO4)cc1 (stereo unspecified)	0
Cc1cccc(/C(C#N)=C/c2ccc(N(C)C)cc2)c1	1
Cc1c(NC(=O)c2cc3ccccc3o2)cccc1-c1nc2ccccc2o1	-9

2 consecutive records from above, for reference:
SMILES	ROC1-CUL1 inh
COc1ccc(C)cc1NC(=O)C1CCN(S(=O)(=O)c2cc(Br)cc3c2N(C(C)=O)CC3)CC1	2
CCc1[nH]nc2c1C(c1ccc(OC)c(OC)c1)C(C#N)C(=N)O2 (stereo unspecified)	-4

Remaining list, next part.
SMILES	ROC1-CUL1 inh
Cc1ccc(C)c(N2CCN(c3nc4ccccc4c4nc(CCn5nc(C)cc5C)nn34)CC2)c1	-7
C=C(C)COc1ccc(NC(C)=O)cc1	-3
CCOC(=O)c1sc2nc(-c3ccccc3)ccc2c1N	6
CCc1ccc(NC(=O)c2sc3nc(C)c(C(=O)Nc4ccc(C)cc4C)c(-c4ccco4)c3c2N)cc1	-3
CCOC(=O)C1C(c2ccccc2)=NC(=S)NC1c1ccc(OCC(=O)O)c(OCC)c1 (stereo unspecified)	-2
Cc1ccc(N2C(=O)C(=Nc3cc(C)ccc3C)C(Cl)C2=O)cc1 (stereo unspecified)	5
CC(NC(=O)Nc1c(F)cccc1F)(C(F)(F)F)C(F)(F)F	4
Cc1ccc(Cl)cc1NC(=O)Cc1cccs1	-9
CC(=O)Nc1ccc(Oc2nnc(Oc3ccc(NC(C)=O)cc3)c3ccccc23)cc1	-11
COc1cc(=O)n2c(c1C(=O)NCc1cccc(F)c1)CCN(Cc1ccc(NC(C)=O)cc1)CC2	0
Cc1cccc(CN2CCC(CO)(CCOc3ccccc3)CC2)n1	9
Cc1cccc(/C=N/NC(=O)c2csc(-n3nc(C(F)(F)F)cc3-c3cccs3)n2)c1	3
O=C(CN(C1CCCCC1)S(=O)(=O)c1ccccc1)Nc1cc(C(F)(F)F)ccc1Cl	3
O=C(NC1CCCCC1)c1cn(C2CC2)cc(C(=O)N2CCOc3ccc(Cl)cc3C2)c1=O	-3
CCn1c(C(=O)NCCc2ccc(S(N)(=O)=O)cc2)cc2sc(Cl)cc21	8
O=C(Cc1ccccn1)N1CCC(C2CCN(c3ncccn3)CC2)C1 (stereo unspecified)	-9
O=C(CCc1cnccn1)N1CCC(CO)(Cc2cccc(F)c2)CC1	8
CC1CCCN(S(=O)(=O)c2cc(C(=O)NCc3ccccc3Cl)n(C)c2)C1 (stereo unspecified)	0
CCC(=O)NN1CCN(c2ccncc2S(=O)(=O)N2CCCCC2)CC1	1
Cc1c(C(=O)NC(c2ccccc2)c2ccco2)sc2ncnc(NCCc3ccccn3)c12 (stereo unspecified)	-3
CCc1ccc(CN2CCC(CCC(=O)NCc3ccc(F)cc3)CC2)o1	8
Cc1cccc(N2CCN(S(=O)(=O)c3ccc4c(c3)CCCN4C(=O)C3CCC3)CC2C)c1 (stereo unspecified)	3
CSc1nn(-c2ccc(Cl)cc2)c(N)c1C#N	-2
CCOC(=O)Cn1c(C2CC(=O)N(c3ccc(C)cc3)C2)nc2ccccc21 (stereo unspecified)	9
CN(c1ncnc2onc(-c3cccc(Cl)c3)c12)C1CCCCC1	-3
The list continues.
SMILES	ROC1-CUL1 inh
Cc1c(Br)ccc(NC(=O)CN2CCOCC2)c1C	3
NS(=O)(=O)c1cccnc1Nc1cccc(C(F)(F)F)c1	2
O=C(c1ccc([N+](=O)[O-])cc1Cl)n1nnc2ccccc21	2
Cc1cc(=O)[nH]c2c1c(C)nn2C(C)c1ccccc1 (stereo unspecified)	-6
Cn1c(=O)c2c(nc(SCC(=O)Nc3ccc(F)cc3)n2Cc2ccccc2)n(C)c1=O	1
Cc1nc(N2CCOCC2)c2c(C(=O)N(C)Cc3ccccc3)c(C)oc2n1	12
Cc1oc(-c2cccs2)nc1CN1CCCC(N2CCOCC2)C1 (stereo unspecified)	6
COC(=O)c1ccccc1NC(=O)CCc1c(C)nc2c(c(C)nn2-c2ccccc2)c1C	-8
O=C(COC(=O)C(CCCCN1C(=O)C2C3CCC(C3)C2C1=O)N1C(=O)C2C3CCC(C3)C2C1=O)c1ccccc1 (stereo unspecified)	-1
N#Cc1ccc(NC(=O)COCc2cc(-c3ccc4c(c3)OCO4)on2)cc1	-8
CC(C)(C)NS(=O)(=O)c1ccc(OCC(=O)Nc2ccccc2Sc2ccccc2)cc1	-11
CCOc1ccc(OCC)c(NC(=O)Cn2ncc3c4ccccc4n(Cc4ccccc4)c3c2=O)c1	-7
CCCC(O)c1nc2ccccc2n1CCCOc1ccc(Cl)cc1 (stereo unspecified)	4
Cc1ccc(N2CCN(C(=O)c3c(C)oc4nc(C)nc(N5CCCC5)c34)CC2)c(C)c1	4
Cc1noc(NS(=O)(=O)c2ccc(NC(=O)/C=C/c3c(Cl)cccc3Cl)cc2)c1C	-5
O=C(NC(=S)N1CCCCC1)C12CC3CC(CC(C3)C1)C2	0
COCCOC1CCN(C(=O)C2CCC(=O)N(Cc3cccc(F)c3)C2)CC1 (stereo unspecified)	7
COc1ccccc1N1CCN(c2csc3ccc(Cl)cc3c2=O)CC1	-7
COc1ccccc1CNC(=O)CCc1c(C)nn(-c2ccc(N3CCOCC3)nn2)c1C	3
COc1ccccc1N1CCN(C(=O)c2c(C)cc(C)cc2C)CC1	4
CCc1ccc(CNC(=O)C2COc3ccc(OC)cc3C2)cc1 (stereo unspecified)	-1
C=CCOc1ccc(C2Oc3ccccc3C3CC(c4ccccc4)=NN32)cc1 (stereo unspecified)	-10
C=CCc1ccccc1OCC(O)CN1CCN(CCN2C(=O)c3cccc4cccc(c34)C2=O)CC1 (stereo unspecified)	1
CCOC(=O)CN1C(C(=O)c2ccccc2)=C(OC(=O)c2ccccc2)c2ccccc2S1(=O)=O	-3
OC(COCCOc1ccc(Br)cc1)CN1CCN(c2ccccc2)CC1 (stereo unspecified)	-1
Other structures follow:
SMILES	ROC1-CUL1 inh
CCOC(=O)c1c(O)c(-c2ccccc2)c[nH]c1=O	8
CCOC(=O)C1=C2SCC(=O)N2C(=N)C(C(=O)OC(C)C)C1 (stereo unspecified)	-2
OCCN1CCN(C2Cc3cc(Cl)c(Cl)cc3Sc3ccccc32)CC1 (stereo unspecified)	6
N#Cc1c(Cl)ncnc1-c1ccccc1	1
Cc1ccc(OCC(=O)OC2CCS(=O)(=O)C2)cc1 (stereo unspecified)	12
CC(=O)CSc1nc(SCC(C)=O)c2c3c(sc2n1)CCCC3	8
COc1ccc(N2CCN(S(=O)(=O)c3ccc(Oc4ccccc4Cl)cc3)CC2)cc1	1
COc1ccc(NC(=O)C2CCN(S(=O)(=O)c3c(C)noc3/C=C/c3cccs3)CC2)cc1	-6
Cc1cnc(C)c(-c2ccc3c(c2)CC(CNC(=O)Cc2cccc(C(F)(F)F)c2)O3)n1 (stereo unspecified)	9
Cc1c(C#N)c(N)c(C(=O)c2ccc(Br)cc2)n1-c1ccc(Br)cc1	5
CCC(=O)N1CCc2cc(Br)cc(S(=O)(=O)CCC(=O)NCc3ccccc3OC)c21	-8
COc1ccc(Cl)cc1NC(=O)CCC(=O)N1CCOc2ccccc21	-2
COc1cc(C(=O)NC(=S)Nc2c(C)nn(-c3ccccc3)c2C)cc(OC)c1OC	5
CC(=O)Nc1cccc(Br)c1	-3
CN(CC1CCN(CCc2ccc(Cl)cc2)CC1)C(=O)CCn1cccn1	7
O=S(=O)(c1c(Cl)cccc1Cl)N1CCN(C(c2ccccc2)c2ccccc2)CC1	0
Cc1ccc(NC(=O)N2N=C(c3ccccc3)CC2c2ccc(Cl)cc2)cc1 (stereo unspecified)	2
COc1ccc(-c2cn3nc(N4CCC(C(=O)Nc5cccc(Cl)c5)CC4)sc3n2)cc1	3
CCOc1ccc(CNCc2ccco2)cc1Cl	2
Cc1nc2sc3c(c2c(=O)n1NC(=O)c1ccc(COc2ccccc2Br)cc1)CCCC3	7
Cc1ccccc1N(c1ccc([N+](=O)[O-])cn1)c1ccc([N+](=O)[O-])cn1	6
CC(=O)c1cn(S(=O)(=O)c2ccccc2)c2ccccc12	0
O=S(=O)(c1ccccc1)c1cnc2cc(-c3ccccc3)nn2c1-c1ccc(Cl)cc1	-5
CCCOc1ccc(C2c3c(n[nH]c3CSc3ccc(C)cc3)OC(=N)C2C#N)cc1OC (stereo unspecified)	-3
Cc1ccc(NC(=O)c2ccc3c(c2)OCO3)cc1[N+](=O)[O-]	3
Next entries.
SMILES	ROC1-CUL1 inh
CC1=Nc2ncnn2C(c2ccccc2Cl)C1C(=O)Nc1ccccc1 (stereo unspecified)	1
CCCN(Cc1ccccc1)C(=S)Oc1ccc(C(=O)Nc2ccc(OC)cc2)cc1	-4
Cc1cc(C)c(NC(=O)COc2cc(C)c(Cl)cc2C(C)C)c(C)c1	6
COc1ccc(-c2csc3ncn(Cc4ccccc4)c(=O)c23)cc1OC	-1
COCCOC(=O)c1sc(NC(=O)CSc2nnnn2-c2ccccc2)c(C(=O)OC)c1C	4
CN1C(=O)c2ccccc2C1(O)c1ccccc1 (stereo unspecified)	-4
CN(C)C(=O)CCSc1ccc(Cl)cc1	9
O=C(c1cnn2c(C(F)(F)F)cc(-c3ccc4c(c3)OCO4)nc12)N1CCCc2ccccc21	-1
Cc1nc2nc(NC(=O)c3ccccc3F)[nH]n2c(=O)c1Cl	-2
O=C(CCn1c(=O)c2cccn2c2cccnc21)NCc1ccc(Cl)cc1	1
Cc1cccc2nc(-c3cccc(NS(=O)(=O)c4ccccc4)c3)cn12	2
O=C(Nc1ccnn1C1CCN(Cc2ccc(F)cc2)CC1)C1CCCC1	-4
COc1ccccc1N1CCN(CC(O)COc2ccc(C34CC5CC(CC(C5)C3)C4)cc2)CC1 (stereo unspecified)	0
C=CCCCCCCCCc1nc(SCC(=O)O)n[nH]1	-6
Cc1cccc(C(=O)N2CCC(N3CCCC(C(=O)NC4CC4)C3)CC2)c1 (stereo unspecified)	11
COc1ccc(/C=C/C(=O)O)cc1COc1ccc(Cl)cc1Br	10
OCCCC1CCCN(c2nc3nonc3nc2NC2CC2)C1 (stereo unspecified)	-5

For convenience, 19 of the compounds above.
SMILES	ROC1-CUL1 inh
CCCOc1ccc(C2c3c(n[nH]c3CSc3ccc(C)cc3)OC(=N)C2C#N)cc1OC (stereo unspecified)	-3
Cc1ccc(NC(=O)c2ccc3c(c2)OCO3)cc1[N+](=O)[O-]	3
CC1=Nc2ncnn2C(c2ccccc2Cl)C1C(=O)Nc1ccccc1 (stereo unspecified)	1
CCCN(Cc1ccccc1)C(=S)Oc1ccc(C(=O)Nc2ccc(OC)cc2)cc1	-4
Cc1cc(C)c(NC(=O)COc2cc(C)c(Cl)cc2C(C)C)c(C)c1	6
COc1ccc(-c2csc3ncn(Cc4ccccc4)c(=O)c23)cc1OC	-1
COCCOC(=O)c1sc(NC(=O)CSc2nnnn2-c2ccccc2)c(C(=O)OC)c1C	4
CN1C(=O)c2ccccc2C1(O)c1ccccc1 (stereo unspecified)	-4
CN(C)C(=O)CCSc1ccc(Cl)cc1	9
O=C(c1cnn2c(C(F)(F)F)cc(-c3ccc4c(c3)OCO4)nc12)N1CCCc2ccccc21	-1
Cc1nc2nc(NC(=O)c3ccccc3F)[nH]n2c(=O)c1Cl	-2
O=C(CCn1c(=O)c2cccn2c2cccnc21)NCc1ccc(Cl)cc1	1
Cc1cccc2nc(-c3cccc(NS(=O)(=O)c4ccccc4)c3)cn12	2
O=C(Nc1ccnn1C1CCN(Cc2ccc(F)cc2)CC1)C1CCCC1	-4
COc1ccccc1N1CCN(CC(O)COc2ccc(C34CC5CC(CC(C5)C3)C4)cc2)CC1 (stereo unspecified)	0
C=CCCCCCCCCc1nc(SCC(=O)O)n[nH]1	-6
Cc1cccc(C(=O)N2CCC(N3CCCC(C(=O)NC4CC4)C3)CC2)c1 (stereo unspecified)	11
COc1ccc(/C=C/C(=O)O)cc1COc1ccc(Cl)cc1Br	10
OCCCC1CCCN(c2nc3nonc3nc2NC2CC2)C1 (stereo unspecified)	-5

Bioassay records as filed in PubChem BioAssay.
